CHX counter: Cycloheximide Counterscreen for Small Molecule Inhibitors of Shiga Toxin. max response, %. 12% of 300,000 active. AID 2314, 2010. cell reporter, cycloheximide protein synthesis inhibition counterscreen; in the data active = max response mostly above about 13%, no sharp cut-off; inactive = mostly below about 14%; note: read at 38.3 µM for the half of the compounds with a filed dose; 0% is about no effect
Sm TGR block: qHTS Assay for the Inhibitors of Schistosoma Mansoni Peroxiredoxins. Schistosoma mansoni thioredoxin glutathione reductase (TGR), Q962Y6. purified TGR, DTNB reduction, TNB absorbance 405 nm. Potency, µM (top dose mostly 114 µM), inactives show at the top dose activity change, negative = inhibition, usual class: inhibitors. 3% of 360,000 active. AID 485364, 2010; note: potency is the fitted concentration of half-maximal effect; % is set by controls: 0 for no effect and ±100 for the full control effect; nearly all actives have a fitted effect of over 60% in size
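First, TGR (20 nM dispensed) and NADPH were mixed with compound. Second, a 15 min room-temperature incubation followed. Third, further NADPH and then DTNB were added to start the reaction. Finally, TNB absorbance was monitored kinetically.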
Shiga inhibitor: A qHTS for Small Molecule Inhibitors of Shiga Toxin; Vero cells, Shiga toxin protein synthesis inhibition reporter; inhibition, % at 38.7 µM; 9.2% of 290,000 active; AID 2315, 2010; in the data active = inhibition mostly above about 28%, no sharp cut-off; inactive = mostly below about 43%; note: 0% is about no effect
FBPA Giardia inh: qHTS Assay for Inhibitors of Fructose-1,6-bisphosphate Aldolase from Giardia Lamblia; A8B2U2; purified Giardia FBPA; Potency, µM (doses to about 59.6 µM), for inactives: top-dose activity, negative = inhibition, actives largely listed as inhibitors; 0.71% of 290,000 active; AID 2451, 2010; note: potency is the fitted concentration of half-maximal effect; % is set by controls: 0 for no effect and ±100 for the full control effect; nearly all actives have a fitted effect of over 55% in size
Target sequence (A8B2U2 whole entry, looked up): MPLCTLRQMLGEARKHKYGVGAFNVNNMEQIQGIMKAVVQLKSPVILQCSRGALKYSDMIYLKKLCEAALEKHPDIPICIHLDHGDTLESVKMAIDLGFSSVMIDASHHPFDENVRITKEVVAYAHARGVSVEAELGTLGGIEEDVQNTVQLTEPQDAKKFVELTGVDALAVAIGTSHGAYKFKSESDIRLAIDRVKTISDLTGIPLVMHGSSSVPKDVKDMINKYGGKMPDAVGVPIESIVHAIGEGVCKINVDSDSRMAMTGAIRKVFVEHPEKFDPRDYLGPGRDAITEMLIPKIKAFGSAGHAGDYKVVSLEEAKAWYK
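Giardia FBPA (40 nM reagent) was preincubated 10 min at RT with compound (up to 57.5 uM final), then substrate plus GAPDH/TPI/NAD/arsenate coupling system with diaphorase/resazurin was added; resorufin fluorescence (525/598 nm) was read after 20 min.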
Pf growth 96h: Primary qHTS for delayed death inhibitors of the malarial parasite plastid, 96 hour incubation; P. falciparum luciferase reporter growth, 96 h; 6.9% of 320,000 active; Potency, µM (top dose mostly 28.7 µM), for inactives: at the top dose activity change, negative = inhibition, usual class: inhibitors; note: potency is the fitted concentration of half-maximal effect; % is set by controls: 0 for no effect and ±100 for the full control effect
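Erythrocytes infected with luciferase-expressing P. falciparum were dispensed at 2% hematocrit and 0.05% parasitemia (final), then incubated with compounds 96 hours at 37 C in 5% CO2. Luminescence after detection reagent addition reported growth.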
Pf growth 48h: Primary qHTS for delayed death inhibitors of the malarial parasite plastid, 48 hour incubation; Potency, µM (highest dose often 28.7 µM), inactives show top-dose activity change, negative = inhibition, hits mostly inhibitors; P. falciparum luciferase growth in erythrocytes, 48 h; AID 504832, 2011; 5.9% of 310,000 active; note: potency is the fitted concentration of half-maximal effect; % is set by controls: 0 for no effect and ±100 for the full control effect
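Luciferase-expressing parasites in RBCs, 2% Hct / 0.1% parasitemia final; RPMI 1640 + 0.5% Albumax; 37 C, 5% CO2, one generation; luminescence read-out, lower signal = inhibition.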
* = called active by the depositor; ? = inconclusive; · = no result given; [ ] = another dose, or the depositor's remark. Unless noted, calls come from the whole dose curve; as a rule, active = well fitted curve in the direction sought with a large enough effect; inconclusive = small, poorly fitted or top-dose-only effect, or another doubt; inactive = no such curve, though single readings can be large; an effect the other way counts as inactive or inconclusive.

SMILES	CHX counter	Sm TGR block	Shiga inhibitor	FBPA Giardia inh	Pf growth 96h	Pf growth 48h
O=C(C1CC1)n1cc(C(=S)N2CCOCC2)c2ccccc21	2.3	7.7%	-14.3	-1.0%[12.9 µM]	3.8%	16.3%
O=C(c1ccccc1[N+](=O)[O-])N1CC2C3C=CC(C3)C2C1 (configuration not stated)	-3.4	-1.4%	-3.1	5.6%	?	-11.4%
O=C(O)C1CSC2(c3ccc(F)cc3)CCC(=O)N12 (configuration not stated)	-1.7	-1.3%	-3.3	5.3%	68.8%[activator]	1.9%
COc1cccc(CN(C)CC(=O)NCc2ccc(F)cc2)c1OC	7.1	-7.8%	26.5	12.6%	-0.3%	-32.5%
CCC(=O)Nc1cccc(NC(=O)c2ccc3c(c2)OCCO3)c1	50.3*	-8.9%	56.4*	-10.6%	·	69.2%[activator]
COc1cccc(CN(C)Cc2nc(Cc3ccccc3Cl)no2)c1	-1.9	19.3%	-9.4	8.0%	79.5%[activator]	0.3%
CCOC(=O)c1ccccc1NC(=O)COC(=O)CCC(=O)c1ccccc1	-2.0	2.3%	8.3	·	0.0%	-12.2%
CCOc1ccc(NC(=O)CCC(=O)NNS(=O)(=O)c2ccccc2[N+](=O)[O-])cc1	2.3	0.4%	5.3	-3.7%	19.4%	-88.1%
Clc1nssc1=Nc1ccccc1	12.1	?	-2.9	?	-13.0%	30.5%[activator]
CCN=C1NN=C(c2cc(C)n(CCc3ccccc3)c2C)CS1	32.1*	?	62.2*	-27.1%	?	?
CCOCCCNC(=O)c1ccc(Cn2c(=O)[nH]c3ccsc3c2=O)cc1	14.2	1.8%	31.5	1.9%	-29.2%	-19.8%
Cc1cccc(NC(=O)c2ccc(S(=O)(=O)N(C)C)cc2)c1	15.8*	-15.2%	41.1	-0.2%	7.3%	30.1%[activator]
CC(NC(=O)CCN1C(=O)c2ccccc2C1=O)c1ccc2c(c1)CCCC2 (configuration not stated)	-5.1	-2.5%	-14.7	2.8%	?	-2.9%
COc1ccc(OCCCn2c(=O)oc3ccccc32)cc1	18.8*	2.1%	-5.9	0.4%	-16.1%	-29.1%
Cc1nn2c3ccccc3n(C)c2nc1=O	8.0	-0.8%	-1.4	-1.9%	-0.5%	4.4%
O=C(Nc1ccc(F)cc1F)NC1CCCCCCC1	36.9*	4.6%	95.5*	·	-16.7%	65.7%[activator]
COc1ccccc1/C=N/NC(=O)Cn1cnc([N+](=O)[O-])n1	-2.0	-9.1%	-7.9	-13.5%	?	14.4%
CCOC(=O)Cc1nnc(NC(=O)c2ccco2)s1	0.4	8.6%	-8.6	-5.2%	102.8%[activator]	30.1%[activator]
NC(=O)NC(=O)COC(=O)[C@H](Cc1ccccc1)NC(=O)c1cccs1	-6.9	10.2%	-7.9	-5.3%	-3.5%	?
O=C(NC1CCCC1)C(c1cccnc1)N(C(=O)c1csnn1)C1CCCC1 (configuration not stated)	-2.4	-31.1%	-3.0	3.0%	?	8.9%
O=C(Cn1c(=O)oc2cc(S(=O)(=O)N3CCCC3)ccc21)N1CCN(c2ccccc2)CC1	-2.9	-3.4%	17.1	-2.5%	?	·
COc1ccccc1NC(=O)N(CCN(C)C)Cc1cc2cc(C)ccc2[nH]c1=O	-5.8	-8.9%	-17.2	-9.9%	-18.4%	-4.6%
CCOc1ccc(NC(=O)CNC(=O)c2ccc(OC)c(OC)c2)cc1	-3.2	5.5%	-14.6	-10.5%	·	1.0%
CNS(=O)(=O)c1cccc(C(=O)OCCCC(=O)c2ccccc2)c1	·	-23.1%	·	·	-12.1%	?
COc1ccc(C(C)=O)cc1CC(=O)NCCCn1ccnc1	-1.9	-2.6%	-3.0	1.8%	10.5%	?
CCCn1c(SCCc2ccccc2)nc2c1c(=O)[nH]c(=O)n2C	-5.9	-24.9%	-20.0	-1.3%	-4.1%	?
Cc1ccc(OCC(=O)NCCNC(=O)c2ccco2)cc1	-3.2	-3.3%	20.0	-2.8%	15.6%	24.4%
O=C(CN1C(=O)c2ccccc2C1=O)OCc1nc2ccsc2c(=O)[nH]1	·	-3.4%	·	·	-7.1%	16.2%
O=C(Nc1ccccc1N1CCCCC1)c1cnccn1	0.2	1.4%	-8.8	0.9%	-15.8%	0.0%
OC(CNC1CCCCC1)CN1CCN(CC(O)CNC2CCCCC2)CC1 (configuration not stated)	-2.2	-15.1%	-29.3	2.7%	·	-1.9%
CCCCNc1ncnc2c1cnn2-c1ccccc1	60.9*	10.8%	91.9*	-14.8%	11.7µM*	116.8%[activator]
CCNC(=S)N1CCc2cc(OC)c(OC)cc2C1COc1ccc(OC)cc1 (configuration not stated)	6.6	5.2%	19.7	-0.1%	?	?
Cc1c(Cl)cccc1NS(=O)(=O)c1cccc2nsnc12	-4.5	-0.2%	7.3	-1.6%	7.4%	-0.2%
CCC(=O)N=C1SC2CS(=O)(=O)CC2N1c1cccc(OC)c1 (configuration not stated)	-1.6	-4.4%	-9.0	-2.9%	·	-0.3%
CC(C)OCCCn1c(SCC(=O)N2CCCC2=O)nc2ccccc2c1=O	·	-1.9%	·	·	20.3%	9.4%
CC[C@@]12C(=O)N(c3ccc(OC)cc3)C(=O)N1[C@H](c1ccc(Cl)cc1)[C@@H]1C(=O)N(C3CCCCC3)C(=O)[C@@H]12	-2.6	-2.6%	-8.6	9.4%	?	?
CC(=O)N(Cc1ccc(Cl)cc1)c1cnccn1	6.1	11.7%	-2.3	2.2%	3.0%	19.2%
COc1ccc(/C=N/NC(=O)c2ccc(CSc3nc(C)cc(C)n3)cc2)c(OC)c1OC	-1.2	-0.9%	11.9	-17.9%	?	-3.7%
Oc1cccc(NC(=S)N=Nc2c(O)[nH]c3ccc(Br)cc23)c1	2.3	-12.4%	12.1	16.5%	?	?
Cc1ccc(C)c(NC(=O)/C(C#N)=C/c2ccc[nH]2)c1	33.0*	-2.2%	10.9	·	0.0%	7.5%
Cc1cccc2cc(C(c3nnnn3C(C)(C)C)N(Cc3ccco3)CC3CCCO3)c(=O)[nH]c12 (configuration not stated)	-4.1	-0.7%	23.3	-5.2%	?	11.7µM*
O=C(O)c1ccc2oc(=O)c(S(=O)(=O)c3ccccc3)cc2c1	-3.2	6.3%	-6.5	0.9%	-2.6%	0.8%[0.00184 µM]
COc1ccc(CCN(C)C(=O)c2cc(=O)c3ccccc3o2)cc1OC	19.7	-5.0%	18.5	4.1%	-3.3%	?
Cc1ccccc1OCC(=O)NCC(=O)OCc1ccc(Br)cc1	-1.2	3.2%	-5.4	·	?	28.3%
Cc1cc(=O)[nH]c(SCC(=O)N2c3ccccc3CC2C)n1 (configuration not stated)	1.0	5.5%	-8.0	-7.1%	·	-13.2%
O=[N+]([O-])c1cn(Cc2ccccc2)cn1	-1.9	-1.4%	-12.4	1.8%	?	-1.2%
CCCNC(=O)C(Cc1ccccc1F)NC(=O)c1ccccn1 (configuration not stated)	·	-8.7%	·	·	19.0%	21.2%
NNC(=O)c1cc2ccccc2[nH]1	4.6	10.3%	10.7	-0.1%	?	?
O=C1NC(c2ccccc2)CCO1 (configuration not stated)	-2.2	-24.5%	1.0	9.8%	-19.9%	29.1%
NS(=O)(=O)c1ccc(NNC(=O)c2ccccc2C(=O)O)cc1	28.6*	-0.3%	89.5	-17.4%	9.5%	5.6%
Cc1ccc(CNc2cccnc2)cc1	43.1*	-0.9%	38.1*	6.3%	11.4%	4.7%
Cn1c(Cn2c(=O)sc3ccccc32)nnc1SCC(=O)NC1CCCC1	-1.9	9.4%	-36.6	1.3%	?	-5.0%
CC(/C=C/c1ccc(O)cc1)=N/O	18.9*	-11.4%	28.1*	7.8%	?	?
Cc1ccc(S(=O)(=O)N2CCOC2CNC(=O)C(=O)NCCN(C)C)cc1 (configuration not stated)	-3.2	-7.7%	-25.5	·	7.8%	-4.7%
Cn1c(SCC(=O)N2CCCCC2)nc2cccnc21	-1.0	-0.4%	17.7	3.6%	13.1µM*	30.0%[activator]
O=C(CN1CCN(c2ccc(F)cc2)CC1)Nc1cccnc1Cl	-2.3	·	-13.5	1.2%	26.0%	1.6%
Cc1[nH][nH]c(=O)c1C(c1ccc([N+](=O)[O-])cc1)c1c(C)[nH][nH]c1=O	-0.7	0.4%	0.7	?	?	?
COc1ccc(C(=O)Nc2nc(-c3ccccc3)c(C(C)=O)s2)c(OC)c1	10.9	·	12.9	0.1%	13.1%	15.0%
O=C(COC(=O)CNC(=O)c1ccco1)Nc1ccc(Cl)cn1	3.4	0.0%	-16.5	-2.5%	-4.8%	·
CN(C)C(CNC(=O)c1coc2ccccc2c1=O)c1ccccc1 (configuration not stated)	13.6	-6.7%	22.2	·	4.8%	-0.4%
(next part)
SMILES	CHX counter	Sm TGR block	Shiga inhibitor	FBPA Giardia inh	Pf growth 96h	Pf growth 48h
CN(CC(=O)Nc1cccc(F)c1)C(=O)c1cc(=O)[nH]c2ccccc12	·	0.2%	·	·	?	?
COc1cc(C(=O)Nc2oc(-c3ccccc3)c(-c3ccccc3)c2C#N)cc(OC)c1OC	-4.1	-26.5%	-3.8	-4.0%	1.1%	15.7%
COC(=O)c1ccc(OCC(O)CN2CCOCC2)cc1 (configuration not stated)	4.5	3.2%	21.4	2.8%	?	0.0%
COc1ccc(CC(=O)NNC(=O)c2ccco2)cc1OC	-5.1	4.9%	4.3	6.8%	-2.1%	19.9%
CC(=O)Nc1ccccc1O	-2.9	4.7%	-0.8	4.6%	10.1%	4.3%
CN(Cc1cnn(C)c1)C(=O)c1cc(COc2c(F)cccc2F)on1	19.0*	4.2%	46.0	5.6%	-4.9%	35.3%[activator]

Of the compounds above, 11 contain an NH in an aromatic ring:
SMILES	CHX counter	Sm TGR block	Shiga inhibitor	FBPA Giardia inh	Pf growth 96h	Pf growth 48h
CCOCCCNC(=O)c1ccc(Cn2c(=O)[nH]c3ccsc3c2=O)cc1	14.2	1.8%	31.5	1.9%	-29.2%	-19.8%
COc1ccccc1NC(=O)N(CCN(C)C)Cc1cc2cc(C)ccc2[nH]c1=O	-5.8	-8.9%	-17.2	-9.9%	-18.4%	-4.6%
CCCn1c(SCCc2ccccc2)nc2c1c(=O)[nH]c(=O)n2C	-5.9	-24.9%	-20.0	-1.3%	-4.1%	?
O=C(CN1C(=O)c2ccccc2C1=O)OCc1nc2ccsc2c(=O)[nH]1	·	-3.4%	·	·	-7.1%	16.2%
Oc1cccc(NC(=S)N=Nc2c(O)[nH]c3ccc(Br)cc23)c1	2.3	-12.4%	12.1	16.5%	?	?
Cc1ccc(C)c(NC(=O)/C(C#N)=C/c2ccc[nH]2)c1	33.0*	-2.2%	10.9	·	0.0%	7.5%
Cc1cccc2cc(C(c3nnnn3C(C)(C)C)N(Cc3ccco3)CC3CCCO3)c(=O)[nH]c12 (configuration not stated)	-4.1	-0.7%	23.3	-5.2%	?	11.7µM*
Cc1cc(=O)[nH]c(SCC(=O)N2c3ccccc3CC2C)n1 (configuration not stated)	1.0	5.5%	-8.0	-7.1%	·	-13.2%
NNC(=O)c1cc2ccccc2[nH]1	4.6	10.3%	10.7	-0.1%	?	?
Cc1[nH][nH]c(=O)c1C(c1ccc([N+](=O)[O-])cc1)c1c(C)[nH][nH]c1=O	-0.7	0.4%	0.7	?	?	?
CN(CC(=O)Nc1cccc(F)c1)C(=O)c1cc(=O)[nH]c2ccccc12	·	0.2%	·	·	?	?
